# bCat KO growth – primary screen for growth suppressors in beta-catenin knockout HCT116 cells (colon tumor, human). actives 1.5% (n = 140,000). viability, % at 10 µM. AID 818, 2007. HCT116 beta-catenin knockout viability, CellTiter-Glo, 60 h; hits give low values;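 active means viability at or under a set limit, the compound median less 4 SD, cut at about 6% in these data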;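 further: 0% = Hyamine 1622 control at 20 µM and 100% = untreated cell control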
# MRP1 act – H69AR viability gain despite doxorubicin, primary screen, MRP-1 activator project, H69AR cells, CellTiter-Glo; viability increase, % at 10 µM; AID 799, 2007; viability rescue; actives 0.61% (n = 140,000);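 active means viability gain under doxorubicin at or above a set limit, the compound median plus 3 SD, cut at about 4.7% in these data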;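 further: MRP-1 overexpressing cells given doxorubicin 25 µM after compound pretreatment; 18-22 h compound pretreatment then 72 h with doxorubicin before readout; 0% = doxorubicin-only wells and 100% = vehicle-treated cells without doxorubicin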
# E-sel TNF inh – E-selectin induction blockers in HUVEC – imaging, immunofluorescence, high content, primary screen; HUVEC TNFa-induced E-selectin immunofluorescence; inhibition, % at 2 µM; actives 0.71% (n = 120,000);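 active means inhibition above the batch mean plus 3 SD, and confirmed as a hit on visual image review, cut at about 43% in these data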;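 further: 0% = TNF-stimulated DMSO wells and 100% = unstimulated control wells; not every result past the cut was called active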
# Phagocytosis inh – inhibitors of macrophage phagocytosis, primary screen, imaging, J774A.1 cells, IgG beads; J774A.1 macrophage IgG-bead phagocytosis; inhibition, % at 5 µM; actives 0.07% (n = 110,000); AID 1029, 2008;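 active means inhibition above the mean of the plate negative controls plus 5 SD, cut at about 13% in these data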;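 further: phagocytic index as fraction of beads internalized from green versus red external bead signal; plate controls were DMSO negative control for no effect and cytochalasin-D positive control for full effect; some results beyond the cut were filed as inactive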
# NPY-Y2 antag – NPY-Y2 receptor antagonists, primary screen, cell-based | Neuropeptide Y receptor type 2 (Homo sapiens), P49146 | NPY-Y2 expressing cells, antagonist mode | inhibition, % at 2.7 µM | actives 0.99% (n = 140,000); in the data active means inhibition above about 17%;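 further: 0% = vehicle with agonist challenge and 100% = reference antagonist with challenge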
# Target sequence (P49146 whole entry, looked up): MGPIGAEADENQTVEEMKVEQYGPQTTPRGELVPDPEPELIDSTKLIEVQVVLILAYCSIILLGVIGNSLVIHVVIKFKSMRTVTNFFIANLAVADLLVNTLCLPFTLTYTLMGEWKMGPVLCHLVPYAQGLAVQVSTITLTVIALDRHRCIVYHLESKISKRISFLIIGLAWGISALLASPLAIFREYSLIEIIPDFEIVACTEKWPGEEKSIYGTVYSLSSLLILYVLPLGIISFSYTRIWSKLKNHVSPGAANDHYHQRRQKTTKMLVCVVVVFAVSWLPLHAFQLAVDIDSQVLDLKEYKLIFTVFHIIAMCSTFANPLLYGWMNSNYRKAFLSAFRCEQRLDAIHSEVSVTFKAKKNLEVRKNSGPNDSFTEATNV
# Yeast life ext – compounds extending yeast replicative lifespan, primary screen, S. cerevisiae, OD615. S. cerevisiae growth with nicotinamide; deaD strain in restrictive glucose medium. inhibition of the nicotinamide effect, % at 10 µM. actives 0.68% (n = 130,000). AID 775, 2007;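 active means inhibition above a set limit, placed 3 SD over the median of all compounds, cut at about 26% in these data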;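 further: 0% = nicotinamide-treated wells and 100% = cells grown without nicotinamide; some compounds called inactive have numbers as strong as hits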
#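 System: DeaD-strain S. cerevisiae / Buffer or medium: CSMM-D, restrictive glucose (dextrose) synthetic minimal medium / Probe or stimulus: nicotinamide, 1.5 mM, co-present with compound / Compound: one concentration, 10 µM, DMSO 0.25% / Incubation: 48 h compound exposure at 30 °C, humidified / Technique: optical density (absorbance) at 615 nm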
# PTEN del growth – growth suppression of PTEN-null HCT116, primary screen, cell-based, CellTiter-Glo | HCT116 PTEN-null viability, 60 h; hits give low values | viability, % at 10 µM | actives 1.2% (n = 140,000) | AID 827, 2007;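 active means viability at or below a set limit, 4 SD under the median of all tested compounds, cut at about 3.7% in these data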;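 further: PTEN knockout HCT116 line with beta catenin targeted HCT116 as companion control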
# GALR2 blocker – GALR2 antagonists in receptor-expressing cells, primary screen. actives 0.39% (n = 140,000). AID 828, 2007. inhibition, % at 4 µM. Galanin receptor type 2 (Homo sapiens), O43603. antagonist mode; in the data active means inhibition above about 27%;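 further: cells stimulated with galanin 1-16 at roughly its EC80; 0% = agonist challenge control and 100% = basal control without agonist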
# Target sequence (O43603 whole entry, looked up): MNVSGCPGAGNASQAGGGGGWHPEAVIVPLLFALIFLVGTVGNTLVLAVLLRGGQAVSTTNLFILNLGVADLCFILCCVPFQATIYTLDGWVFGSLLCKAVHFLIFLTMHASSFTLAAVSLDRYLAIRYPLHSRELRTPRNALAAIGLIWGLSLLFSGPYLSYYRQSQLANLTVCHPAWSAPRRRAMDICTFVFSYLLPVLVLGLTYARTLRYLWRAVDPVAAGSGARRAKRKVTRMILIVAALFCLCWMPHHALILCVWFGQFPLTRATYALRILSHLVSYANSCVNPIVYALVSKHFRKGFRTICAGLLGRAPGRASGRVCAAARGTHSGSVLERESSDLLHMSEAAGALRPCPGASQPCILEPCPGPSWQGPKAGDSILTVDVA
# BB579 growth dn – growth inhibitors of yeast BB579 in restrictive medium, primary screen, yeast lifespan-shortening project, S. cerevisiae; OD615, 48 h; inhibition, % at 10 µM; actives 0.51% (n = 140,000); AID 804, 2007;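 active means inhibition above a set limit, 3 SD over the mean compound inhibition, cut at about 44% in these data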; further: inactives centre near -24
#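 Detection: OD615 turbidity measurement; Material: Saccharomyces cerevisiae DeaD strain BB579, replicative lifespan model yeast; Timing: 48 h exposure, 30 °C; Doses: single 10 µM dose; Medium: CSMM-D restrictive synthetic medium containing dextrose (glucose); Controls: amphotericin B at 10 µg/mL as positive control.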
# Measles CPE – compounds protecting cells from measles virus cytopathic effect, primary screen, measles RdRp inhibitor project, single point, MLSMR library, absorbance | Measles virus-infected cells, CPE protection | protection (pct of control), % at 4 µM | actives 1.5% (n = 140,000); in the data active means protection mostly above about 24%, no sharp cut-off; inactive means mostly below about 26%; further: some compounds called inactive have numbers as strong as hits
# An asterisk follows results filed as active; nt = not tested or not shown; & = joins results of further samples.
Structure,bCat KO growth,MRP1 act,E-sel TNF inh,Phagocytosis inh,NPY-Y2 antag,Yeast life ext,PTEN del growth,GALR2 blocker,BB579 growth dn,Measles CPE
CC(C)c1ccc(CN2CC(C(=O)O)CC2=O)cc1 (centres undefined),95,-1.6,nt,0,3,-2,98,-18,20,5
C/C(=C\C(=S)Nc1ccccc1)Nc1ccc2ccccc2c1,90,-4.5,nt,-4,0,1,81,11,-12,13
COC(=O)NNC(=O)COc1cc(C)ccc1C,79,-1.7,nt,-2,0,0,90,-6,-15,26
Cc1ccc2c(CNCc3ccco3)cc(=O)oc2c1,90,-4.6,-27,nt,3,nt,88,3,-28,2
CCCn1c(SCC(=O)Nc2ccccc2N2CCOCC2)nc2c1c(=O)n(C)c(=O)n2C,97,-2.5,-9,nt,2,nt,85,7,-14,13
C=CCN1CCN(C(CC(C)C)c2nnnn2CCOC)CC1 (centres undefined),91,-0.8,nt,0,10,-2,85,6,3,21
CCOC(=O)c1cc(NC(=O)C2C3CCC(O3)C2C(=O)O)cc(C(=O)OCC)c1 (centres undefined),103,-2.2,-55,nt,0,-11,97,-2,-29,36
COc1cccc(C(=O)n2cnnc2N)c1OC,88,-0.4,-29,-1,2,-9,94,2,-18,nt
COC(=O)COc1cccc(-n2cnnn2)c1,92,-1.6,0,-1,-1,-18,87,-7,-28,5
COc1cc2cc(CN(CCO)S(=O)(=O)c3ccccc3)c(=O)[nH]c2cc1OC,101,-0.6,21,-2,1,-2,103,-1,-71,21
CCOC(=O)C(NC(=O)Nc1ccc(O)cc1)(c1ccccc1)C(F)(F)F (centres undefined),85,0.4,nt,2,1,-2,89,6,-5,9
O=C(CSc1nn(-c2ccc(Cl)cc2)c(=S)s1)N1CCN(C(=O)c2ccco2)CC1,100,-2.2,nt,2,4,-5,83,7,-64,1
Cc1nc(-c2ccc(NS(C)(=O)=O)cc2)cs1,98,-1.0,-1,-2,8,-10,99,-14,2,10
Cc1nc(CS(=O)(=O)c2ccccc2)cc(Sc2ccc(Cl)cc2Cl)n1,72,-1.6,20,0,6,5,77,1,-33,7
Cn1c(Cn2c(=O)sc3ccccc32)nnc1SCC(=O)Nc1cccc(Cl)c1,101,-2.2,-2,nt,2,-2,103,2,-37,19
Clc1ccc(/C=C/c2nc3ccccc3[nH]2)c(Cl)c1,14,-5.4,12,0,6,-30,10,4,-36,8
COC(=O)c1sccc1NC(=O)CSc1ccc(Cl)cc1,100,1.1,-23,nt,7,-13,93,-1,-42,4
Nc1nc(NCC2CCCO2)nc(Nc2ccccc2)c1[N+](=O)[O-] (centres undefined),77,-0.3,nt,2,2,-1,84,-23,0,6
Cc1nn(CCOc2ccccc2)c(=O)n1-c1ccccc1F,94,-1.1,nt,0,1,-5,87,5,1,5
O=C(Nc1ccc(Br)cc1)c1ccc(Br)c(S(=O)(=O)Nc2cccnc2)c1,88,-1.9,5,-6,2,-3,89,-10,-19,46*
CC(=O)Nc1c(Cl)n(C(C)=O)c2ccccc12,85,-1.3,8,0,2,-16,81,10,-20,-1
O=C(c1cc(N2CCCCC2)nc2ccccc12)N1CCOCC1,93,0.4,nt,0,1,-3,104,10,-16,23
COc1ccc(NC(=O)CC2C(=O)N(c3ccc(Cl)cc3)C(=S)N2CCc2ccncc2)cc1 (centres undefined),51,-4.5,-23,nt,-2,-1,52,-17,-12,2
CC(C)OC(=O)c1cc2c(ccn2C)n1CC(=O)N(Cc1ccccc1)c1ccccc1,70,-1.1,nt,-5,3,5,68,8,-44,35
COc1ccc(NC(=O)/C(=C/c2ccc(OC(C)=O)c(OC)c2)NC(C)=O)cc1,100,-1.9,nt,-12,0,1,95,8,-32,11
COC(Cn1c(C)c(C(C)=O)c(C(C)=O)c1C)OC,97,-3.2,-7,nt,3,-10,94,3,-21,16
CN(C(=O)c1cccc(C#N)c1)c1nnc(-c2ccncc2)s1,98,-1.4,nt,-2,2,-9,102,-13,-10,2
COc1cc(NC(=O)C23CC4CC(C2)CC(n2nnc(C)n2)(C4)C3)c(OC)cc1Cl,96,-1.1,-8,4,5,-11,91&92,3,-31,6
Cc1coc(NC(=O)CSc2nc(-c3ccncc3)cc(C(F)(F)F)c2C#N)n1,92,-4.0,-33,0,1,-15,82,-7,1,9
CC(=O)OC1=Cc2c(ccc3ccc(=O)oc23)OC1(C)C,99,-0.1,21,nt,0,-13,85,-5,-20,8

# (cont.)
Structure,bCat KO growth,MRP1 act,E-sel TNF inh,Phagocytosis inh,NPY-Y2 antag,Yeast life ext,PTEN del growth,GALR2 blocker,BB579 growth dn,Measles CPE
Cc1ccnc(NC(=O)c2ccc([N+](=O)[O-])o2)c1,3.5*,-2.1,0,0,2,-2,4,7,-11,9
CCC(=O)Nc1c2c(nn1-c1ccc(OC)cc1)CS(=O)C2 (centres undefined),91,-0.9,-2,0,4,-9,91,11,-36,17
COc1ccc(CNC(=S)Nc2cc(OC)ccc2OC)cc1,89,-3.3,nt,nt,2,-5,88,19,-32,7
COC(=O)c1sc2nc(CN3CCN(c4ccc(OC)cc4)CC3)[nH]c(=O)c2c1C,89,-2.1,7,-4,3,-1,96,-13,-28,5
O=C(Nc1ccc(F)cc1F)N1CCN(C/C=C/c2ccccc2)CC1,98,1.1,-3,0,4,-7,92,-8,-24,6
CC1(C)C2CC=C(/C=N/NC(=O)c3ccc(O)cc3)C1C2 (centres undefined),95,0.3,31,-4,1,-1,91,14,-18,8
COc1ccc(-c2cc(C(F)F)n3ncc(C(=O)N4CCN(C)CC4)c3n2)cc1,85,-2.8,-24,nt,6,nt,47,-2,-48,10
O=C(CCC(=O)Nc1ccccc1Cl)N/N=C/c1ccccc1,99,-0.8,nt,-2,2,3,106,10,-7,25
COc1ccc(NC(=O)/C=C/c2cc(Br)ccc2OC)cc1,72,-3.0,19,-5,2,-9,70,17,-1,23*
CCOC(=O)NC(=O)CN1C(=O)NC(C)(c2ccccc2)C1=O (centres undefined),108,-0.5,nt,3,1,-8,84,10,0,3
Cn1c(Cn2c(=O)sc3ccccc32)nnc1SCC(=O)Nc1cccc(F)c1,93,-1.5,-36,nt,0,-4,101,-2,-42,21
Cc1cc(=O)n2[nH]cc(C(=O)O)c2n1,90,-1.5,7,nt,0,nt,102,0,-14,6
COC(=O)Cc1c(C)nc2nc(-c3ccco3)[nH]n2c1=O,96,-3.1,-20,nt,4,-6,91,3,-48,18
CC1c2c([nH]c3ccccc23)CCC1C(=O)O (centres undefined),95,0.5,-15,-6,5,12,107,7,-22,12
Cc1ccc(Nc2cc(C)nc(-c3ccccc3O)n2)cc1,66,-4.4,-48,0,-3,-17,57,20,-14,9
O=C(NCc1ccccc1)c1cccc(COc2cccc(Cl)c2)c1,102,-1.2,-32,nt,6,-11,89,3,-34,6
O=c1oc2ccccc2cc1-c1csc(Cc2nc(-c3ccc(Br)cc3)cs2)n1,57,0.2,15,0,3,-6,58,11,-46,16
Cc1ccc(-n2nnnc2SCC(=O)c2cc(C)n(-c3cc(C)on3)c2C)c(C)c1,70,-3.4,12,1,10,-4,70,0,-29,29
CSCCC(NC(=O)c1cc([N+](=O)[O-])cc([N+](=O)[O-])c1)c1nc2ccccc2[nH]1 (centres undefined),52,-3.9,nt,-3,-3,-1,48,0,-12,20
O=C1c2ccccc2C(=O)N1CCCc1nc2ccccc2c(=O)n1-c1cccnc1,106,-2.2,nt,1,3,-9,100,-1,5,4
CN(C)C(=O)c1cc([N+](=O)[O-])cc([N+](=O)[O-])c1N(C)C,101,0.2,-30,nt,3,-7,85,-1,-18,5
CN(c1ccc(O)cc1)c1nc(-c2ccccc2)cs1,63,-3.1,19,0,0,-12,64,10,82*,13
COc1ccc(C(=O)OCCc2ccc(O)cc2)cc1,93,-3.3,nt,nt,-2,-7,93,8,-30,4
CCN1/C(=C2\OC(=S)N(C)C2=O)Sc2ccccc21,98,-1.8,nt,0,20*,-4,84,3,-32,17
Cc1ccc(Cl)cc1N1CCN(S(C)(=O)=O)CC1,87,-2.9,-1,nt,-2,-13,77,3,6,5
O=C(NCc1ccccn1)C1CCN(S(=O)(=O)N2CCCCC2)CC1,94,-0.9,nt,nt,2,-7,109,3,-66,6
Cn1c(=O)cc(OCCCC(=O)Nc2ccc3c(c2)OCCO3)c2ccccc21,87,-3.3,-8,nt,0,-7,85,10,-4,10
COc1ccc(-c2nnn(CC(=O)Nc3sc4c(c3C#N)CCCC4)n2)cc1,91,-1.5,-12,1,3,-6,93,-3,-44,16
COc1ccc(Cl)cc1N(CC(=O)Nc1ccc2c(c1)OCCO2)S(C)(=O)=O,95,-1.6,-4,0,1,-12,95,3,-11,8
CCCS(=O)(=O)c1nc(S(=O)(=O)c2ccc(C)cc2)c(N2CCc3ccccc3C2)s1,60,-4.5,nt,-13,0,-4,69,3,8,17

# Continued.
Structure,bCat KO growth,MRP1 act,E-sel TNF inh,Phagocytosis inh,NPY-Y2 antag,Yeast life ext,PTEN del growth,GALR2 blocker,BB579 growth dn,Measles CPE
CC(C)[C@H](N)c1nnc(SCC(=O)c2ccc(Cl)cc2)o1,105,-0.1,-7,0,4,-11,85,4,8,2
CC(C)c1ccc(C2C(C#N)=C(N)N3C(=C2C#N)Sc2ccccc23)cc1 (centres undefined),81,-1.2,15,-1,-5,-8,87,-21,-18,8
Cc1ccc(-n2c(-c3cccnc3)n[nH]c2=S)c(C)c1,96,-1.9,-9,nt,1,-4,110,0,-28,3
Cc1nnsc1NC(=O)OCC(C)C,96,-2.0,-24,-2,2,-4,92,-3,-5,6
Nc1nc(SC2c3cccc4cccc(c34)C2NS(=O)(=O)c2ccccc2)n[nH]1 (centres undefined),86,-2.1,nt,-11,1,-1,78,3,-39,10
CC(NC(=O)NCC1CCCO1)(C(F)(F)F)C(F)(F)F (centres undefined),101,0.5,4,-1,6,-7,110,-3,-16,12
C=CCN(CC=C)c1cnn(-c2nc3ccccc3[nH]2)c(=O)c1Cl,94,-3.1,21,2,4,10,87,11,-43,7
CC(C)(C)OC(=O)C1C(=O)CC(C)(O)C(C(=O)OC(C)(C)C)C1c1ccco1 (centres undefined),92,-1.0,-13,nt,-1,nt,102,9,-14,10
CCOc1ccc(-c2nc(=S)[nH][nH]2)cc1,107,0.6,17,0,2,-16,97,0,10,2
CS(=O)(=O)N1CCN(c2ccc([N+](=O)[O-])c(NCCN3CCOCC3)c2)CC1,86,-3.7,18,3,2,-16,92,-1,-13,3
O=C1NC(=S)N/C1=C/c1cccc([N+](=O)[O-])c1O,92,-2.5,nt,nt,0,-23,98,-2,-17,31

# Compound activity from PubChem BioAssay.
